Screening data deposited in PubChem BioAssay by National Center for Advancing Translational Sciences (NCATS).
GLP-1R agonist: qHTS of GLP-1 Receptor Agonists. Glucagon-like peptide 1 receptor (Homo sapiens), P43220. HEK293 GLP-1R CRE-luciferase, luminescence, 4-6 h; cells express a hypersensitive GLP-1R form. Potency, µM (highest dose often 45.6 µM), without a hit: top-dose activation, most hits filed as activators. hit rate 0.007% among 380,000. AID 624172, 2012; note: % of control where 0% means no effect
Target sequence (P43220 whole entry, looked up): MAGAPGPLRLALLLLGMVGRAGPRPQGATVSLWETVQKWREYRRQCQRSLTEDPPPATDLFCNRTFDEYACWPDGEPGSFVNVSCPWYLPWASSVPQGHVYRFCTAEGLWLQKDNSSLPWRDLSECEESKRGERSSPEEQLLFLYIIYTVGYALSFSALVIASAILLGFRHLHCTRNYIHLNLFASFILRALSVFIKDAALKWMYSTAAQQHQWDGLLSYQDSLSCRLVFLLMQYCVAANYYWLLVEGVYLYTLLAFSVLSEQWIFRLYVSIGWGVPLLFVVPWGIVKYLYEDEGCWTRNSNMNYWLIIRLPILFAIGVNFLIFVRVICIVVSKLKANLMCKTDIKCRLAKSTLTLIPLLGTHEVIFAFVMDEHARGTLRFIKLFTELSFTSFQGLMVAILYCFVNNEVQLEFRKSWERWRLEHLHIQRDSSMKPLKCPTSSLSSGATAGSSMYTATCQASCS
SW480 rerep: A quantitative high throughput screen for small molecules that induce DNA re-replication in SW480 colon adenocarcinoma cells; SW480 DNA re-replication, Hoechst DNA content imaging, 48 h; Potency, µM (top dose mostly 46.1 µM), without a hit: top-dose re-replication activation, usual class: activators; hit rate 1.8% among 340,000; AID 624297, 2012; note: % of control where 0% means no effect; nearly all actives have a fitted effect of over 55% in size
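Cells (250 per well) received 23 nL compound or DMSO by pin tool and were kept 48 hr at 37 C, 5% CO2. Nuclei were then stained with Hoechst for 40 min and scanned for DNA content.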
TDP-43 yeast inh: qHTS of TDP-43 Inhibitors; TDP-43 expressing yeast growth rescue, BacTiter-Glo, 24 h; Potency, µM (doses to about 46.1 µM), inactives show top-dose growth rescue (activation), most hits filed as activators; hit rate 1.8% among 410,000; AID 652104, 2013; note: % of control where 0% means no effect; nearly all actives have a fitted effect of over 50% in size
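Readout is BacTiter-Glo luminescence of cell growth, so inhibitors register as activators. TDP-43-expressing yeast at OD600=0.02 in galactose medium, after raffinose pregrowth to mid-log, were incubated with compound for 24 hr at 30 deg C.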
HT1080NT lethal: qHTS for induction of synthetic lethality in tumor cells producing 2HG: qHTS for the HT-1080-NT fibrosarcoma cell line; HT-1080-NT fibrosarcoma viability, CellTiter-Glo ATP luminescence, 48 h; Potency, µM (doses to about 46.1 µM), for the others: at the top dose activity, negative = less viability, most hits filed as cytotoxic; hit rate 1.6% among 360,000; AID 686970, 2013;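 note: NT is the 2HG producing partner of a matched IDH1 knockdown line; 0% = DMSO-treated cells and -100% = media-only wells without cells; nearly all actives have a fitted effect of over 55% in size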
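Compounds were tested in concentration-response format on HT-1080-NT cells for 48 hours at 37 degrees C. Cell viability came from CellTiter-Glo luminescence; curves were classified by r2, response magnitude and activity.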
KB-3-1 cytotox: qHTS assay for MDR1-selective chemotherapeutics: Primary screen using the parental adenocarcinoma cell KB-3-1; KB-3-1 viability, CellTiter-Glo ATP luminescence, 72 h; Potency, µM (series often up to 46.1 µM), inactives show at the top dose activity change, negative = cytotoxic, hits mostly cytotoxic; hit rate 1.4% among 400,000; AID 1347075, 2019; note: % is set by controls: 0 for no effect and ±100 for the full control effect; nearly all actives have a fitted effect of over 60% in size
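Parental KB-3-1 viability, qHTS format: 72 h compound exposure, 37 °C; CellTiter-Glo; media-only wells and DMSO plates as controls; concentration-effect fits on corrected data.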
GLP1R cytotox: qHTS of GLP-1 Receptor Inverse Agonists: Cytotox Screen | Potency, µM (top dose mostly 38.3 µM), inactives show at the highest dose activity change, negative = inhibition, hits mostly inhibitors | HEK293 cAMP-luciferase reporter cells, luminescence, 24 h | AID 624418, 2012 | hit rate 0.13% among 410,000;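 note: loss of luciferase light is scored as toxicity; % is set by controls: 0 for no effect and ±100 for the full control effect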
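Quantitative HTS format, 1536 wells, 200 cells/uL seeded. Compounds: 23 nL, 24 h, 37 °C. Detection: luciferase reagent, luminescence at 12 min RT; decreased signal taken as cytotoxic.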
KB-V1 cytotox: qHTS assay for MDR1-selective chemotherapeutics: Primary screen using the drug-selected MDR subline cells KB-V1; AID 1347076, 2019; Potency, µM (doses to about 46.1 µM), for the others: at the top dose activity change, negative = cytotoxicity, usual class: cytotoxic; hit rate 3.4% among 400,000; KB-V1 MDR cells viability, CellTiter-Glo, 72 h; note: % is set by controls: 0 for no effect and ±100 for the full control effect; nearly all actives have a fitted effect of over 60% in size
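Compound-treated KB-V1 multidrug-resistant cells, 72 h, 37 degrees C; viability by CellTiter-Glo. Fitted qHTS curves give the values.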
GLP1R inv ag: qHTS of GLP-1 Receptor Inverse Agonists (Inhibition Mode) | Glucagon-like peptide 1 receptor (Homo sapiens), P43220 | HEK293 GLP-1R CRE-luciferase, luminescence, 24 h; GLP-1R form is constitutively active | Potency, µM (series often up to 38.3 µM), inactives show at the highest dose activity change, negative = inhibition, hits mostly inhibitors | hit rate 1.6% among 410,000; note: % is set by controls: 0 for no effect and ±100 for the full control effect; nearly all actives have a fitted effect of over 55% in size
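Cells are plated, allowed 12 hours at 37 deg C, then treated with compounds for 24 hr before luciferase detection reagent is added and luminescence is read after 12 min at room temperature. The HEK293 line carries constitutively active GLP-1R with a cAMP-responsive reporter.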
HT1080 IDH1KD tx: qHTS for induction of synthetic lethality in tumor cells producing 2HG: qHTS for the HT-1080-IDH1KD cell line; HT-1080 IDH1 knockdown viability, ATP luminescence, 48 h; Potency, µM (highest dose often 46.1 µM), for inactives: top-dose activity, negative = toxicity, actives largely listed as cytotoxic; hit rate 2% among 360,000;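 note: 0% = DMSO wells and -100% = cell-free medium wells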
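HT-1080-IDH1KD cells (IDH1 knocked down), 750/well in RPMI with 5% FBS, treated with compound 48 h at 37 degrees C. Viability by CellTiter-Glo luminescence, normalised to DMSO and no-cell wells; concentration-response curves classed.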
Starred values were filed as active, the others as inactive; ? = inconclusive; / = not tested or not shown; [ ] = dose if it differs, or a comment. Calls come from the whole dose curve; as a rule, active = well fitted curve in the direction sought with a large enough effect; inconclusive = small, poorly fitted or top-dose-only effect, or another doubt; inactive = no such curve, though single readings can be large; an effect the other way counts as inactive or inconclusive. Potency is the fitted concentration of half-maximal effect.

SMILES	GLP-1R agonist	SW480 rerep	TDP-43 yeast inh	HT1080NT lethal	KB-3-1 cytotox	GLP1R cytotox	KB-V1 cytotox	GLP1R inv ag	HT1080 IDH1KD tx
COc1ccc(NC(=S)N(Cc2cccnc2)Cc2cc3cc(OC)c(OC)cc3[nH]c2=O)cc1	-2%	11%	5%	-4%	2%	5%	-6%	31%[activator]	5%
COc1cccc(NC(=O)N(C)C[C@@H]2OCc3cnnn3CCCC(=O)N([C@H](C)CO)C[C@@H]2C)c1	-4%	/	7%	3%	0%	-3%	10%	10%	5%
CC(=O)c1sc(NC(=O)c2cc3c(C)nn(-c4ccccc4)c3s2)nc1C	4%	-5%	2%	5%	-3%	7%	16%	4%	4%
C[C@H](NC(=O)[C@@H]1Cc2ccccc2CN1)C(=O)NC1CCCCC1	-3%	28%	-12%	-7%	-13%	-6%	-5%	16%	-3%
COc1cc(Cn2cnnn2)ccc1O	5%	2%	-23%	9%	6%	-4%	8%	14%	2%
COc1ccc(N2CCN(C(=O)CCN3C(=O)C4C5C=CC(C5)C4C3=O)CC2)cc1 (stereo not given)	0%	-6%	15%	4%	1%	-4%	0%	9%	-2%
Cc1cccc(OCCN2CCOCC2)c1C	-5%	-3%	14%	1%	-3%	-6%	6%	16%	13%
FC(F)(F)c1nc2ncc(Cl)cc2[nH]1	-7%	-1%	-10%	?	-7%	-7%	-29%	-3%	-3%
COc1cc(/C=C2\C(=O)ON=C2c2ccc(Cl)cc2)ccc1O	-1%	?	?	7%	?	?	?	-56%	9%
Brc1ccccc1C1=Nn2c(nnc2-c2ccco2)SC1	17%	0%	-8%	-6%	-8%	-3%	-17%	23%	-12%
Cc1ccc(C(=O)Nc2cc([N+](=O)[O-])ccc2C)cc1	5%	-7%	-9%	2%	-16%	-1%	-3%	7%	-1%
CCc1ccc(C(=O)COC(=O)CNC(=O)c2cccs2)cc1	11%	0%	12%	-1%	0%	21%	13%	1%	1%
COc1ccc(Br)cc1S(=O)(=O)Nc1cc(-c2cn3ccccc3n2)ccc1C	/	/	-8%	/	-5%	1%	-2%	?	/
Cc1ccc(C(C)(c2ccc(N)cc2)c2ccc(N)cc2)cc1	12%	13%	-15%	-18%	3%	-4%	?	?	-20%
O=C(NC(c1ccccc1)c1ccsc1)C1CCN(CCOc2ccc(Cl)cc2Cl)CC1 (stereo not given)	3%	/	9%	18µM*	0%	1%	-1%	?	16µM*
O=C(Nc1ccc2sccc2c1)c1cccc(N2C(=O)CCC2=O)c1	16%	-1%	16%	16%	12%	-1%[0.307 µM]	7%	-7%[0.307 µM]	-1%
O=C(COC(=O)c1cccc(Oc2ccccc2)c1)NCc1ccco1	7%	-2%	16µM*	10%	4%	-15%	7%	0%	10%
CCCn1c(SCC#N)nc2c(c1=O)C1(CCCC1)Cc1ccccc1-2	0%	2%	12%	?	6%	-12%	-9%	?	?
Cc1cccc(OCC(=O)N/N=C2/SCC(=O)N2Cc2ccco2)c1	0%	1%	-11%	0%	3%	0%	-15%	0%	12%
Cc1cc(/C=C2/NC(=O)NC2=O)c(C)n1-c1sc2c(c1C#N)CCCC2	11%	0%	8%	-5%	3%	-24%	3%	?	-22%
O=C(COc1ccc(Cl)c(Cl)c1)NC1CCS(=O)(=O)C1 (stereo not given)	-6%	-1%	13%	0%	-6%	-17%	-8%	4%	4%
Cc1ccc(NC(=O)Cn2nnc(C(=O)NCc3cccs3)c2N)c(C)c1	-3%	-13%	-9%	-23%	5%	-5%	30%	12%	?
CCCCCOC(=O)NCC(O)c1ccccc1 (stereo not given)	-5%	-12%	28%	-7%	1%	-18%	10%	-26%	-4%
O=C(Cc1ccc(Cl)cc1Cl)NC1CCCCCC1	12%	30%	0%	-10%	-17%	-16%	-20%	?	-5%
COc1cccc2cc(C(C)N(CCCN3CCOCC3)C(=S)Nc3cc(C)ccc3C)oc12 (stereo not given)	8%	-2%	-12%	-8%	-3%	4%	-1%	?	-1%
Cc1nc(NC(=O)C2CCCCC2)sc1C	-16%	-8%	13µM*	9%	1%	-6%	-6%	8.9µM*	2%
COc1cc2c(cc1CNC[C@H]1O[C@@H](n3cnc4c(N)ncnc43)[C@H](O)[C@@H]1O)OCO2	-4%	-2%	21%	13%	7%	1%	23%	16%	5%
O=C(CN1C(=O)NC2(CCc3ccccc32)C1=O)Nc1ccc(N2CCOCC2)cc1 (stereo not given)	4%	?	-13%	1%	-4%	-13%	-5%	3%	1%
COc1cccc(CC(=O)OCC(=O)NC(Cc2ccccc2)C(C)=O)c1 (stereo not given)	6%	-12%	11%	0%	3%	-17%	1%	-2%	-2%
COc1ccc2sc(-c3ccc(S(C)(=O)=O)cc3)c(C#CCO)c2c1	-5%	1%	15%	?	0%	12%	?	17%	-27%
CCCC(=O)Nc1nnc(SCC(=O)NCc2cccs2)s1	-7%	-12%	7%	9%	6%	-6%	2%	2%	27%
CS(=O)(=O)N(CC(=O)NCc1ccccc1)c1ccc(Cl)cc1	-2%	-15%	5%	-6%	?	-10%	-12%	8%	-2%
COc1cccc(OCc2cc(/C=N/Nc3ccc(C(=O)O)cc3)ccc2OC)c1	-4%	?	11%	21µM*	-2%	-10%	13%	-22%	?
COc1cccc(OC)c1C(=O)Nc1ccc(S(=O)(=O)Nc2nccc(C)n2)cc1	/	/	23%	/	-17%	16%	25%	-1%	/
COc1ccc2cc(C(=O)C3CCCN(C(=O)CCc4ccccn4)C3)ccc2c1 (stereo not given)	11%	?	-16%	-9%	-9%	-5%	-13%	-17%	0%
CC(=O)c1ccc(N(CC(=O)NC2CCCCC2)C(=O)c2csnn2)cc1	-1%	-3%	-16%	-7%	0%	-7%	?	5%	-3%
COc1ccc(-c2cc(-c3cccs3)c(C#N)c(SCC(=O)NCc3ccccc3OC)n2)cc1	-9%	?	18%	-1%	?	-19%	?	-13%	-14%
Cc1cccc(-n2ncc3c(Nc4ccc(Oc5ccc(Cl)cc5)cc4)ncnc32)c1	/	/	0%	/	-9%	-7%	9%	?	/
CCOC(=O)C1(Cc2cccc(Cl)c2)CCCN(C(=O)c2cc(C(C)C)nn2C)C1 (stereo not given)	10%	23%	-6%	-3%	/	-6%	/	?	-6%
CC(C)c1ccc(S(=O)(=O)N2CCN(C(=O)n3ccnc3)CC2)cc1	8%	-20%	10%	0%	-46%	4%	-11%	8%	-1%

Record cards, from the list above.
Entry for CCOC(=O)C1(Cc2cccc(Cl)c2)CCCN(C(=O)c2cc(C(C)C)nn2C)C1 (stereo not given) : GLP-1R agonist = 10%; SW480 rerep = 23%; TDP-43 yeast inh = -6%; HT1080NT lethal = -3%; KB-3-1 cytotox = /; GLP1R cytotox = -6%; KB-V1 cytotox = /; GLP1R inv ag = ?; HT1080 IDH1KD tx = -6%
Entry for CC(C)c1ccc(S(=O)(=O)N2CCN(C(=O)n3ccnc3)CC2)cc1 : GLP-1R agonist = 8%; SW480 rerep = -20%; TDP-43 yeast inh = 10%; HT1080NT lethal = 0%; KB-3-1 cytotox = -46%; GLP1R cytotox = 4%; KB-V1 cytotox = -11%; GLP1R inv ag = 8%; HT1080 IDH1KD tx = -1%

Remaining list, next part
SMILES	GLP-1R agonist	SW480 rerep	TDP-43 yeast inh	HT1080NT lethal	KB-3-1 cytotox	GLP1R cytotox	KB-V1 cytotox	GLP1R inv ag	HT1080 IDH1KD tx
CC(C)(Oc1ccc(Cl)cc1)C(=O)NCc1n[nH]c(=O)c2ccccc12	14%	-32%[inhibitor]	-26%	-23%	-2%	-3%	-7%	-14%	-5%
CCCCn1c(=NC(=O)c2c(-c3c(F)cccc3Cl)noc2C)c(C(=O)OCC)cc2c(=O)n3ccccc3nc21	/	/	-4%	/	0%	2%	22%	6%	/
COc1cc(OC)c(C#N)c(S(=O)Cc2ccccc2)c1 (stereo not given)	-1%	-4%	-19%	10%	-4%	-26%	-16%	1%	11%
Cc1ccccc1Nc1nc(N)nc(COC(=O)c2ccc([N+](=O)[O-])o2)n1	6%	-19%	?	-3%	23%	5%	0%	7%	-6%
Cc1ccc(C)c(/C=N/n2cc(-c3ccccc3)[nH]c2=S)c1	8%	-1%	12%	-1%	12%	10%	-22%	?	9%
O=C1CCc2cc(S(=O)(=O)NC(Cc3ccccc3)C(=O)NCC3CCCO3)ccc2N1 (stereo not given)	-2%	-3%	4%	-2%	-8%	-1%	1%	-14%	1%
O=C(Nc1ccccc1)c1ccc(NCCN2C(=O)CCC2=O)c([N+](=O)[O-])c1	-1%	-72%[inhibitor]	14%	13%	-1%	24%	-21%	20%	12%
Cc1cccc(NC(=O)Cn2c(=O)n(Cc3ccccc3)c(=O)c3sc4ccccc4c32)c1	-2%	/	1%	/	-14%	0%	-11%	-1%	/
CCOc1ccc(CCNC(=O)c2ccc(-c3nc(CSc4ccc(C)cc4)c(C)o3)cc2)cc1	/	/	5%	/	1%	1%	2%	5%	/
CCOC(=O)c1cc(C(C)(C)C)n(CCCN2CCOCC2)c1C	-7%	?	-2%	13%	-2%	-6%	?	-8%	11%
CC(NC(=O)c1ccco1)C(c1cccs1)N1CCN(c2ccc(F)cc2)CC1 (stereo not given)	0%	?	-10%	-11%	-6%	2%	-26%	?	?
Cc1ccc(S(=O)(=O)N2CCN(C(=O)COC(=O)c3cccc(Cl)c3)CC2)c(C)c1	-6%	-2%	?	-1%[9.24 µM]	-7%	1%	-3%	?	-4%
COc1cccc2cc(/C(C)=N/Nc3nc(-c4cc(C)ccc4C)cs3)c(=O)oc12	4%	-1%	15%	0%	?	2%	-17%	0%	0%
CN(C)c1ccc(NC(=O)Nc2cccc(Cl)c2)cc1	-2%	-1%	-20%	?	-2%	-27%	13µM*	?	-10%
